From PubChem BioAssay
MmCpn inh = inhibitors of Methanococcus maripaludis chaperonin (MmCpn); actives 0.031% (n = 330,000); Potency, µM (highest dose often 76.9 µM), for inactives: top-dose activity, negative = inhibition, hits mostly inhibitors; purified Mm-Cpn ATPase, ADP Transcreener TR-FRET; also: potency is read from the fitted curve at half-maximal effect; % is scaled to controls: 0 for no effect and ±100 for the full control effect; nearly all actives have a fitted effect of over 80% in size
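Purified archaeal Mm-CPN (25nM final) preincubated 10 min at 37degC with compound, then 10uM ATP for 30 min at 37degC; ADP measured by HTRF Transcreener TR-FRET; buffer 30 mM TRIS pH 7.4, 100mM KCl, 5mM MgCl2, 1mM DTT.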
Akt phos inh = Akt phosphorylation inhibition; actives 0.32% (n = 360,000); AID 651550; Neuro2A IGF-stimulated pAkt S473 HTRF, 20 min; hits give low values; activity change, % for hits at 50 µM; in the data active = activity change below about -80%; inconclusive = mostly about -51% to -80%; also: % is scaled to controls: 0 for no effect and ±100 for the full control effect
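Neuro2A cells (4,500/well, DMEM with 0.5% FBS) were treated with compound at a single 50 µM final concentration, stimulated with 6 nM IGF for 20 min at 37 °C, and lysed. Phospho-Akt Ser473 was read by HTRF as 665/615 ratio ×10^4.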
CCT chaperon mod = changes cytosolic chaperonin activity. actives 0.3% (n = 360,000). activity change, % (no concentration beside the values), hits read low. purified chaperonin ATPase assay, HTRF ADP detection, 30 min; in the data active = activity change below about -30%; also: % is scaled to controls: 0 for no effect and ±100 for the full control effect
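We incubate TRiC, 40 or 20 nM final, with library compounds at 76 uM and 10 uM ATP for 30 min at 37 °C. ADP formed is detected with Transcreener HTRF reagents after 30 min at room temperature.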
EPAC2 antag = antagonists of human EPAC2; Q8WZA2; Potency, µM (highest dose often 114 µM), inactives show at the highest dose activity, negative = inhibition, usual class: inhibitors; AID 720708; actives 0.18% (n = 360,000); EPAC2 GEF exchange of Rap1B-BODIPY-GDP, fluorescence; also: potency is read from the fitted curve at half-maximal effect; % is scaled to controls: 0 for no effect and ±100 for the full control effect; nearly all actives have a fitted effect of over 45% in size; many of its hits are not listed in these tables
EPAC2 agonist = EPAC2 (human) agonism; EPAC2 activation, biochemical qHTS; response scale: 100% = 6.5 mM cAMP response; Potency, µM (titrated, usually from 154 µM), for inactives: at the highest dose activation, hits mostly activators; actives 0.079% (n = 360,000); AID 720711; Q8WZA2; also: potency is read from the fitted curve at half-maximal effect; nearly all actives have a fitted effect of over 50% in size
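EPAC2 (100 nM) mixed with Rap1B loaded with BODIPY-GDP (250 nM) plus 50 uM unlabeled GDP; compounds pinned in, 5 min RT, then read every 5 min for 30 min (ex 480, em 540 nm). Normalized to cAMP control.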
D3 ag = agonists of human D3 dopamine receptor | D3R DiscoveRx beta-arrestin cells, luminescence, 90 min | max activation, % | actives 0.58% (n = 410,000) | AID 652048; in the data active = max activation above about 30%; also: 0% is about no effect; mostly tested at two doses, the higher about 12 µM
Target sequence (P35462 whole entry, looked up): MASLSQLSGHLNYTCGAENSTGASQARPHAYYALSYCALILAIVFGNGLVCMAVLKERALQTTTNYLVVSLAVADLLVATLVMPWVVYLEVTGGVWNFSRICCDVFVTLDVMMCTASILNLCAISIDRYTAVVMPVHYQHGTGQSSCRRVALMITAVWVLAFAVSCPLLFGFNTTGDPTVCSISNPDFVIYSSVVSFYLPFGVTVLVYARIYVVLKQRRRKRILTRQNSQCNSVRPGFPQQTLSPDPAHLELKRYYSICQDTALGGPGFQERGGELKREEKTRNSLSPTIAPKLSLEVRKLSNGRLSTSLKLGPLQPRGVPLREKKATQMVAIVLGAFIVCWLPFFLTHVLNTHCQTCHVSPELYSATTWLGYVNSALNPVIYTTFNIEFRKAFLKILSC
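Cells at 1500/well, incubated overnight, then treated with pinned compounds (dopamine as control) for 90 min at 37 degrees C. DiscoveRx reagent added for 30 - 60 minutes at room temperature; luminescence read.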
PTHR1 ag = agonists of human PTHR1 parathyroid hormone receptor. Q03431. HEK293 GP2 PTHR1 cells, GloSensor cAMP luminescence, 1 h. Potency, µM (series often up to 115 µM), inactives show top-dose activation, hits mostly activators. actives 0.075% (n = 410,000). AID 743266; also: potency is read from the fitted curve at half-maximal effect; nearly all actives have a fitted effect of over 55% in size; some results filed as inactive show a strong effect at the top dose; inactives centre near -15; many of its hits are not listed in these tables
Target sequence (Q03431 whole entry, looked up): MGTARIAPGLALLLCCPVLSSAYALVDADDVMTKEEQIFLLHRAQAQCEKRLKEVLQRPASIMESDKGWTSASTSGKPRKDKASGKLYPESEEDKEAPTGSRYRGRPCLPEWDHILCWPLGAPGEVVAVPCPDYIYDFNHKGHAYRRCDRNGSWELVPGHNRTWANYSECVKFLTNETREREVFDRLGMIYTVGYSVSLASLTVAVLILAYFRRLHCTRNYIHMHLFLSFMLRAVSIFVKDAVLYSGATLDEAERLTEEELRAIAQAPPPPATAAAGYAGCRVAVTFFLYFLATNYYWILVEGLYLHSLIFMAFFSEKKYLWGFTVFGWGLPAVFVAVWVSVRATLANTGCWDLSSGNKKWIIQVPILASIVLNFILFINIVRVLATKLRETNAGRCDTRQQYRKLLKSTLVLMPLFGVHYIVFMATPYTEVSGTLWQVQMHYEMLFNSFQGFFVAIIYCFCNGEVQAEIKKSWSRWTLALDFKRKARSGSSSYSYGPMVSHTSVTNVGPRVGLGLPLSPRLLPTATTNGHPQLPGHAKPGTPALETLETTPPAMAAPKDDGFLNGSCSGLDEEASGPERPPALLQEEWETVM
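HEK-293-derived GP2 cells expressing PTHR1 and a GloSensor cAMP reporter, 3,000/well, plated overnight, given luciferin plus IBMX (each 0.5 mM as added) for 1 h at 37 °C, then compound for 1 h at 37 °C. Luminescence was read after 15 min at room temperature.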
D3 antag = antagonists of human D3 dopamine receptor; P35462; D3R cells, DiscoveRx beta-arrestin luminescence, antagonist mode; hits give low values; max response, negative = inhibition, %; actives 2.5% (n = 360,000); AID 652054; in the data active = max response below about -50%; inconclusive = no clear call, values can overlap the other calls; also: % is scaled to controls: 0 for no effect and ±100 for the full control effect; mostly tested at two doses, the higher about 12 µM
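Cells expressing the human receptor were seeded at 1500 cells/well, incubated overnight at 37 degrees C in 5% CO2, then exposed to library compounds with dopamine controls for 90 minutes at 37 degrees C before luminescent detection.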
Numbers without * were called inactive; i = inactive; ? = inconclusive; . = not tested or not shown; [ ] = another dose, or the depositor's remark. Unless noted, calls follow the shape of the dose curve; as a rule, active = well fitted curve in the direction sought with a large enough effect; inconclusive = small, poorly fitted or top-dose-only effect, or another doubt; inactive = no such curve, though single readings can be large; an effect the other way counts as inactive or inconclusive.

SMILES	MmCpn inh	Akt phos inh	CCT chaperon mod	EPAC2 antag	EPAC2 agonist	D3 ag	PTHR1 ag	D3 antag
O=C(c1cccc2c1C(=O)N(Cc1cccnc1)C2)N1CCN(c2ccccc2)CC1	0%	i	-0.5	-2%	-4%	-2	i	10
CCC(=O)Nc1ccc(S(=O)(=O)NCc2ccco2)cc1	-4%	i	-1.0	10%[57.1 µM]	-3%	6	i	-2
Cc1ccc(OCCNC(=O)C(C)SCC(=O)Nc2ccc(F)cc2)cc1 (stereo not drawn)	0%	i	-0.5	-7%	3%	1	-21%	6
O=C1C(C=NCc2ccccn2)=C(O)c2ccccc21	1%	i	-0.8	0%	-7%	0	-5%[57.5 µM]	2
COc1ccccc1Nc1ncnc2ccccc12	0%	i	2.2	3%	0%	2	i	9
O=C(N1CCOCC1)C1(S(=O)(=O)c2ccccc2)CC=CC1	-1%	i	-1.1	10%	6%	18	-11%	?
Cc1nc(C2COc3ccccc3O2)sc1C(=O)O (stereo not drawn)	1%	i	1.3	2%	-2%	5	i	-1
COc1ccc(C(=O)NCCCNC(=O)c2cccnc2)cc1Br	0%	i	-1.6	4%	-6%	5	-35%[inhibitor]	-2
CC(CN1CCCCC1)C(=O)NNC(=O)C12CC3CC(CC(C3)C1)C2 (stereo not drawn)	-5%	i	-4.7	1%	-8%	-5	i	0
COc1ccc(NC(=S)N/N=C/c2cccn2Cc2ccc(F)cc2Cl)cc1	1%	i	-2.1	-16%	6%	5	-10%	-29
CCCn1c(=N)n(CCOc2ccc(OC)cc2)c2ccccc21	1%	i	-0.2	2%	7%	3	i	-6
CSCC(=O)N1CCCC(N2CCN(c3ccc(F)cc3)CC2)C1 (stereo not drawn)	2%	i	-15	3%	6%	0	i	-16
CCCSc1cc(N2CCCC2)nc(-c2ccccc2)n1	?	i	2.2	1%[57.1 µM]	-20%	-7	i	16
COc1cc(S(=O)(=O)NCc2ccccc2)ccc1Br	0%	i	-2.1	8%	-1%	4	i	2
O=C(NCc1ccccc1)C1=C[C@H](c2ccc(C(F)(F)F)cc2)C[C@H](OCc2ccc(CO)cc2)O1	.	i	0.6	-10%	4%	7	i	-17

Next part; it opens with the two that closed the last part.
SMILES	MmCpn inh	Akt phos inh	CCT chaperon mod	EPAC2 antag	EPAC2 agonist	D3 ag	PTHR1 ag	D3 antag
COc1cc(S(=O)(=O)NCc2ccccc2)ccc1Br	0%	i	-2.1	8%	-1%	4	i	2
O=C(NCc1ccccc1)C1=C[C@H](c2ccc(C(F)(F)F)cc2)C[C@H](OCc2ccc(CO)cc2)O1	.	i	0.6	-10%	4%	7	i	-17
COc1cc2ccccc2cc1C(=O)N(CCN(C)C)c1nc2ccc(Br)cc2s1	-2%	i	-2.3	?	5%	-10	i	?
Cc1ccc(C)c(N2CCN(C(=O)CCc3nc(-c4ccccc4Br)no3)CC2)c1	-2%	i	-2.0	5%	6%	11	-41%[inhibitor]	2
CC1CC(C)CN(C(=O)/C(=C\c2ccccc2)c2ccccc2)C1 (stereo not drawn)	1%	i	-1.7	-27%	-1%	2	-28%	0
Cn1c(SCCN2CCCC2)nnc1C1CCN(S(=O)(=O)c2ccc(F)cc2)CC1	-1%	i	-0.9	7%	8%	5	-2%	-10
COc1ccc(S(=O)(=O)NCCC(C)C)cc1C	0%	i	-1.7	-7%	9%	-21	i	-21
Cc1cc(OC(=O)c2ccc(C(F)(F)F)cc2)c([N+](=O)[O-])c(=O)[nH]1	0%	i	0.8	-7%	8%	1	-19%	-2
C=CCn1c(N)c(C(=O)NCc2ccco2)sc1=S	0%	i	-2.8	0%	8%	1	-1%	6
COc1ccc(C(=O)NNC(=O)CCc2nc3ccccc3c(=O)[nH]2)cc1	0%	i	-1.6	-1%	-6%	1	i	8
CCN1/C(=C/c2ccc3cc(C)ccc3[n+]2CC)Sc2ccc3sccc3c21	.	i	-1.2	?	?	1	-19%	-8
CCOC(=O)C1CCN(C(=O)c2cccc(S(=O)(=O)N(CC)c3ccccc3)c2)CC1	2%	i	1.9	-8%	-1%	-3	?	-11
Cc1cc(C)n(-c2nnc(C)n2/N=C/c2ccccc2F)n1	0%	i	-0.7	19%[57.1 µM]	6%	1	-4%[57.5 µM]	11
CCOc1c(Br)cc(C(=O)NCCCn2ccnc2)cc1OC	2%	i	-1.8	4%	12%	-6	i	-19
Cc1ccccc1CSc1ccc(S(=O)(=O)N2CCCC2)cn1	0%	i	-0.6	5%	5%	2	-52%[inhibitor]	19
COc1cccc(CN(Cc2ccco2)S(=O)(=O)c2ccc(S(=O)(=O)NCc3ccccc3)cc2)c1OC	0%	i	-4.2	-2%	17%	0	i	2
C[C@@H]1CN([C@H](C)CO)S(=O)(=O)c2ccc(Br)cc2O[C@@H]1CN(C)Cc1ccc(C(=O)O)cc1	.	i	-2.2	4%	2%	-2	-10%	-5
CCOC(=O)C1=C(C)NC(C)=C(C(=O)OCC)C1/C=C/c1ccccc1	-2%	i	0.9	-24%	8%	-14	i	8
O=C(O)C1=C[C@@H](C2CC2)C[C@@H](OCc2ccc(CO)cc2)O1	.	i	1.2	12%	13%	1	2%	1
COc1nccnc1NS(=O)(=O)c1ccc(NC(=O)c2ccc(F)cc2)cc1	0%	i	-2.7	5%	5%	-5	-3%	9
CCOC(=O)[C@@H]1[C@H]2COc3ccccc3[C@@H]2N2C(=O)N(c3ccc(F)cc3)C(=O)[C@@]12C	3%	i	-1.1	-9%	7%	-2	-13%	1
O=C(O)c1cccnc1C(=O)N1CCc2c([nH]c3ccccc23)C1C(F)(F)F (stereo not drawn)	1%	i	1.5	2%	4%	3	i	-7
O=C(NNC(=O)c1ccc[nH]1)Nc1cccc(C(F)(F)F)c1	-11%	i	0.8	-1%	6%	9	-16%	-21
Nc1nc(N)c(N=O)c(Nc2cccc(Cl)c2)n1	.	i	-2.3	-1%	-2%	2	i	-23
CC(C)[C@H](NC(=O)N1CC(=O)Nc2ccccc21)C(=O)N[C@H](Cc1ccccc1)C(=O)O	1%	i	1.3	1%	4%	-12	i	17
C/C(=N/NC(=O)c1ccc(C)s1)c1cccc(NC(=O)COc2ccc(Cl)cc2C)c1	-2%	i	-1.1	3%	-2%	2	i	17
CCOC(=O)N1CCN(C(=O)c2cc3cc(C)ccc3[nH]2)CC1	-10%	i	-8.7	-12%	-1%	0	i	15
CC(C)NC(=O)COC(=O)c1ccc(Cl)c(S(=O)(=O)N2CCCC2)c1	2%	i	-1.9	1%	8%	3	-10%[57.5 µM]	19
COc1ccc(NC(=O)c2ccco2)cc1NC(=O)c1cccc(F)c1	-2%	i	-1.7	-1%	3%	-5	i	9
COc1cccc(-c2nc(CS(=O)(=O)CC(=O)Nc3c(C)cccc3C)c(C)o2)c1	-14%	i	0.5	35%[activator]	-1%	-1	i	-8
CC(C)N1C(=S)SC2CS(=O)(=O)C=C21 (stereo not drawn)	-1%	i	-2.5	?	-20%	0	i	-24
CCOc1ccc(CCNC(=O)COC(=O)/C=C/c2ccccc2)cc1OCC	1%	i	-1.0	5%	-6%	-8	i	2
O=C(N/N=C/c1ccncc1)c1ccccc1OCc1ccc(Br)cc1	-1%	i	-0.4	-25%	8%	4	-10%	15
CCOc1ccc(NC(=O)c2cc(S(=O)(=O)N3CCOCC3)cs2)cc1	0%	i	1.6	8%	6%	-15	-20%	-4
O=C(NCC1COc2ccccc2O1)c1cccc(S(=O)(=O)NCc2ccccc2)c1 (stereo not drawn)	-1%	i	0.9	-5%	5%	-4	-32%	-1
CCCSc1sc(C(=O)OC)c(-c2cccs2)c1C#N	?	i	1.6	-29%	13%	10	-14%	-1
Cc1cccc(-c2nc(CN3CCCC(C(=O)NC4CCCCC4)C3)c(C)o2)c1 (stereo not drawn)	-3%	i	-0.8	-4%	-3%	-24	?	-11
C=CCNc1nc2c(c(=O)[nH]c(=O)n2C)n1CC(O)COc1ccc2ccccc2c1 (stereo not drawn)	0%	i	0.0	-11%	-2%	-1	-16%	?
COc1ccc(Cc2nnc(NC(=O)c3ccc(F)cc3)s2)cc1OC	-5%	i	-0.5	1%	-2%	5	-6%	8
O=C(COc1ccc(F)cc1)c1c(O)cc(O)cc1O	0%	i	1.2	4%	10%	7	-2%	13
Cc1cccc(NC(=O)c2c(-c3ccccc3)noc2C)n1	1%	i	1.5	1%	2%	-8	-4%	5
Nc1ncnc(N2CCOCC2)c1N	0%	i	0.6	3%	4%	-4	i	-1
Cc1onc(-c2c(F)cccc2Cl)c1C(=O)NC1CCCCCC1	0%	i	-2.5	-1%	11%	4	-4%	-2

Full records, quoted from the list. Order of values: MmCpn inh	Akt phos inh	CCT chaperon mod	EPAC2 antag	EPAC2 agonist	D3 ag	PTHR1 ag	D3 antag
Entry for CCOC(=O)C1=C(C)NC(C)=C(C(=O)OCC)C1/C=C/c1ccccc1 : -2%	i	0.9	-24%	8%	-14	i	8
Entry for Cc1cccc(NC(=O)c2c(-c3ccccc3)noc2C)n1 : 1%	i	1.5	1%	2%	-8	-4%	5
Entry for COc1nccnc1NS(=O)(=O)c1ccc(NC(=O)c2ccc(F)cc2)cc1 : 0%	i	-2.7	5%	5%	-5	-3%	9
Entry for COc1cccc(-c2nc(CS(=O)(=O)CC(=O)Nc3c(C)cccc3C)c(C)o2)c1 : -14%	i	0.5	35%[activator]	-1%	-1	i	-8
Entry for C=CCn1c(N)c(C(=O)NCc2ccco2)sc1=S : 0%	i	-2.8	0%	8%	1	-1%	6

A portion of the library (hit frequency here may not be typical).
